FXIa mix inh = blocks human factor XIa in pooled compound mixtures; 62,000 tested, 0.19% active; purified FXIa, fluorogenic substrate; AID 680; P03951; inhibition, % at 5 µM;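 note: each value is inhibition by a whole ten-compound pool holding the compound; 0% = enzyme with no mixture and 100% = wells lacking enzyme; strong numbers were not always called active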
Target sequence (P03951 19-387 limits assumed): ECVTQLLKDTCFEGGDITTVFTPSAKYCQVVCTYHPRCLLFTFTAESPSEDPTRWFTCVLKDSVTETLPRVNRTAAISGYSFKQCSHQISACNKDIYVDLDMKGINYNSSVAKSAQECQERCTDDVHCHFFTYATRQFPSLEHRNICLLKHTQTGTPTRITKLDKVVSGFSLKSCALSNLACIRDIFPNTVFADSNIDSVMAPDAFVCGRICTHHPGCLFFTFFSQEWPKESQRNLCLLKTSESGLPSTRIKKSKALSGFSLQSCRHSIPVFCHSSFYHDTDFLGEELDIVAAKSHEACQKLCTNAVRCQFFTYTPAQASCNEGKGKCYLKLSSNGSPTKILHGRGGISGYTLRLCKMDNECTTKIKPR
Target sequence (P03951 388-625 limits assumed): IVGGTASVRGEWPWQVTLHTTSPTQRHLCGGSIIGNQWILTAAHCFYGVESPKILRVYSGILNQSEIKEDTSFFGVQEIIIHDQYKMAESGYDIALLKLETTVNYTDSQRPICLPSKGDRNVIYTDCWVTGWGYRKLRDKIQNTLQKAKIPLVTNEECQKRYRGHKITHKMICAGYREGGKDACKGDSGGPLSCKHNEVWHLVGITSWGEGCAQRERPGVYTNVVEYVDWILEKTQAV
C1s inh = blocks human complement C1s protease activity | purified C1s, fluorogenic AMC substrate, pooled mixtures | mean inhibition % of two 10-compound mixtures (hits give high values), % at 5 µM (by protocol) | 62,000 tested, 0.16% active | AID 538;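 active = inhibition above 20% in each of the two 10-compound mixture wells holding the compound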;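 note: 0% = enzyme wells lacking compound mixture and 100% = no-enzyme blank wells; some compounds called inactive have numbers as strong as hits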
CatS inh = human cathepsin S inhibition | P25774 | recombinant cathepsin S, AMC dipeptide fluorescence, pooled mixtures | inhibition, %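 (tested at 5 µM per compound within 10-compound mixtures)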 | 62,000 tested, 0.06% active | AID 501; in the data active = inhibition above about 32%, passing the limit was not always enough;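 note: 0% = enzyme without compound and 100% = blank without enzyme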
JNK3 inh = inhibitors of human JNK3 kinase | purified JNK3 kinase activity, HTS | inhibition, % at 8 µM | 60,000 tested, 0.61% active; in the data active = inhibition above about 17%;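 note: 0% = DMSO and 100% = reference inhibitor; many of its hits are not listed in these tables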
CatG inh = blocks human cathepsin G enzyme activity; P08311; purified enzyme, AMC-tetrapeptide fluorescence, pooled mixtures; inhibition, % at 5 µM (by protocol); 62,000 tested, 0.2% active;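 active = inhibition above 20% in each of the two mixture wells holding the compound; inactive = inhibition of 20% or less in either well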;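 note: 0% = enzyme control without mixture and 100% = blank lacking enzyme; strong numbers were not always called active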
Target sequence (P08311 21-244 limits assumed): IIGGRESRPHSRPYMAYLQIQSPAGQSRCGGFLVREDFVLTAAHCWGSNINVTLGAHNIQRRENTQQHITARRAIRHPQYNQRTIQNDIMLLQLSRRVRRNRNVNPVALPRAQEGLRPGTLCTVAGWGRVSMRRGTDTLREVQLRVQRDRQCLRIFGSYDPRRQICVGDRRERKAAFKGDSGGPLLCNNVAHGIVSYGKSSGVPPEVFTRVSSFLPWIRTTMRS
PKA inh = inhibitors of human protein kinase A | P17612 | PKA Kemptide phosphorylation, Kinase-Glo ATP luminescence | inhibition, % at 6 µM | 65,000 tested, 0.1% active;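 active = inhibition above the screen-wide mean inhibition plus 3 SD, cut at about 21% in these data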; note: many of its hits are not listed in these tables
FXIIa inh mix = blocks human factor XIIa in pooled compound mixtures. 62,000 tested, 0.2% active. purified FXIIa, fluorogenic substrate. inhibition, % at 5 µM;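 note: 0% = enzyme without compound and 100% = no enzyme blank; some results filed as inactive read as strong as hits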
CatL inh = inhibitors of human cathepsin L; AID 460; purified cathepsin L, fluorogenic substrate, fluorescence; P07711; 58,000 tested, 0.17% active; inhibition, %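 (tested at 10 µM)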; in the data active = inhibition above about 45%;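 note: 0% = enzyme with no compound and 100% = no enzyme blank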
Target sequence (P07711 114-288 limits assumed): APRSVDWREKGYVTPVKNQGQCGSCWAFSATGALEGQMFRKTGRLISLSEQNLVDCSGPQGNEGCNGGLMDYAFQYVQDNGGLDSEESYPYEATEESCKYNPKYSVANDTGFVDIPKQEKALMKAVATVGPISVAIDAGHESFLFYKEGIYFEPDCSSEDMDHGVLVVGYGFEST
Target sequence (P07711 292-333 limits assumed): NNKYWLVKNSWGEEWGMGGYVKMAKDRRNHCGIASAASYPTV
ROCK2 blocker = ROCK2 (human) kinase inhibition | O75116 | purified ROCK2, Kinase-Glo ATP depletion luminescence | inhibition, % at 6 µM | 60,000 tested, 0.35% active;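 active = inhibition above the screen-wide mean inhibition plus 3 SD, cut at about 18% in these data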;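 note: plate controls were DMSO wells for no effect and Y-27632 control wells after no-enzyme background subtraction for full effect; many of its hits are not listed in these tables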
An asterisk follows results filed as active; · = not tested or not shown; & = joins results of further samples. Cut-off read from the data, not from the text of the source, unless noted: active = inhibition above about 20% (passing the limit was not always enough); inactive = the rest. Compounds as they come; about 1.5% have a hit in one of these screens.

SMILES	FXIa mix inh	C1s inh	CatS inh	JNK3 inh	CatG inh	PKA inh	FXIIa inh mix	CatL inh	ROCK2 blocker
O=C(CC1CCS(=O)(=O)C1)Nc1ccc[nH]c1=O (centres undefined)	-2	1	0	3	10	6	11	2	6
O=C(O)c1ccccc1NCN1C(=O)C2CC=C(Cl)CC2C1=O (centres undefined)	5	8	-10	0	13	0	7	-13	1
CCCCn1c(SCc2ccc(Cl)cc2)nc2c1c(=O)[nH]c(=O)n2C	10	3	1	1	0	-1	3	4	-2
Nc1cc(N)cc(-c2nc3ccccc3[nH]2)c1	7	-8	-5	-2	-5	0	15	-11	-2
COc1ccc(C)cc1NC(=O)CN(c1ccc(F)cc1)S(C)(=O)=O	1	-5	2	-12	1	6	8	·	9
CSC(=Nc1ccccc1)C1=C(O)COC1=O	6	3	25	0	3	6	-7	-3	3
COC(=O)c1ccc(C2CC(=O)Nc3cc(OC)c(OC)cc32)cc1 (centres undefined)	6	7	4	2	4	7	4	8	5
CCOC(=O)c1c(C)c(C(=O)NCc2cccnc2)c(C)n1C	3	11	-3	-3	10	3	-1	-4	7
CC1CCCN(c2nc3c(c(=O)[nH]c(=O)n3C)n2CCSc2ncccn2)C1 (centres undefined)	0	0	1	0	7	-13	12	·	-7
Cc1cc(S(=O)(=O)NCCCN2CCOCC2)ccc1F	6	8	1	-8	9	-1	5	9	8
CN(Cc1ccccc1)C(=O)Nc1ccccc1	1	-3	3	5	10	8	-15	-2	8
CCOC(=O)c1cnc2sccn2c1=O	-2	-3	13	3	1	6	0	0	6
CCOC(=O)C1CCCN(C(=O)Nc2cccc(Cl)c2)C1 (centres undefined)	15	3	-3	-5	1	-2	5	-2	-4
COc1ccc(-c2nnc(NC(=O)c3ccc(S(=O)(=O)N4CCc5ccccc5C4)cc3)o2)cc1	-2	-9	0	14	6	2	1	-1	-1
O=C(O)CN1C(=O)Nc2ccc(Br)cc2C1c1ccccc1 (centres undefined)	4	-8	25	·	-4	-2	2	1	·
COC(=O)COC(=O)c1ccc(O)cc1	8	-16	11	2	-7	7	7	4	3
C=CCn1c(C(C)NC(=O)COC)nc2ccccc21 (centres undefined)	7	-5	8	4	-3	4	3	·	-1
CCn1cc(C(=O)NCc2ccccc2OC)c(=O)c2cc(S(=O)(=O)N(C)C)ccc21	4	16	-3	1	10	-7	6	-4	4
Fc1ccc(OCc2nn3cnnc3s2)cc1	1	-10	-1	0	0	-5	2	-1	1
Cc1cc(C)nc(N2CCC(C(=O)NCc3ccco3)CC2)n1	7	2	-3	-4	-3	10	-16	-9	6
Nc1nnc(-c2ccccc2Cl)s1	6	14	11	3	10	11	6	30	3
CCOc1ccc(OCC)c(N=c2oc3c(C)ncc(CO)c3cc2C(N)=O)c1	6	11	-7	-3	7	8	3	2	4
Cc1nc2sc(C)c(C)c2c(=O)[nH]1	-3	-47	-18	-3	2	9	-7	13	4
CC(=O)c1c(C(C)=O)c(C)n(NC(=O)c2cccnc2)c1C	6	16	-1	6	13	-2	8	0	0
CCC(=O)N1CCc2cc(Br)cc(S(=O)(=O)NCCN3CCCCC3CC)c21 (centres undefined)	5	12	-5	·	8	9	3	0	·

(listing goes on)
SMILES	FXIa mix inh	C1s inh	CatS inh	JNK3 inh	CatG inh	PKA inh	FXIIa inh mix	CatL inh	ROCK2 blocker
COC(=O)C1=C(C)Nc2c(c(=O)n(C)c(=O)n2C)C1c1cccs1 (centres undefined)	6	4	7	1	-1	3	8	19	-5
Cc1ccc(CNC(=O)CCNS(=O)(=O)c2ccc3c(c2)c(=O)n(C)c(=O)n3C)cc1	-9	1	6	-1	0	13	-15	5	1
Cc1c(NC(=O)c2c(F)c(F)c(F)c(F)c2F)c(=O)n(-c2ccccc2)n1C	-8	-24	-5	-2	2	6	9	-8	3
CN(C)/C=C/c1c(C#N)c(=O)ncn1Cc1ccccc1	9	2	-3	3	-1	4	-15	-10	7
CCOC(=O)c1c(C)n(C)c2ccc(O)c(CN3CCN(C)CC3)c12	2	2	-7	-1	-5	11	3	-1	6
CS(=O)(=O)N(CC(=O)NCCC1=CCCCC1)C1CCCCC1	2	1	-6	0	-2	8	-29	4	2
CS(=O)(=O)N(CC(=O)NCc1ccc2c(c1)OCO2)c1ccc(Cl)cc1	7	15	-1	1	12	0	5	1	4
CCN1CCN(c2ccc(NC(=O)c3cccc4ncccc34)cc2)CC1	-1	-16	3	-7	-13	9	6	16	-4
Cc1cccc(Nc2ccccc2)c1	1	-5	-2	·	-1	3	2	·	·
Nn1cc(-c2ccccc2)nc1SCC(=O)NC1CCS(=O)(=O)C1 (centres undefined)	9	-3	3	-4	-3	6	-14	2	-2
Cc1cc(NC(=O)c2ccc(S(=O)(=O)N3CCCC3)cc2)nc2c1c(=O)oc1ccccc12	1	-28	-1	·	-11	4	-14	2	·
Cc1ccc(S(=O)(=O)N2CCC(C(=O)Nc3nnc(COc4ccccc4)s3)CC2)cc1	-10	-64	6	4	-9	8	12	8	6
COc1cccc(C2/C(=C(\O)c3ccc4c(c3)OCO4)C(=O)C(=O)N2CCN(C)C)c1OC (centres undefined)	-4	0	10	0	10	4	14	·	7
C=CCn1c(C)c(C(C)=O)c(N2CCCC2)nc1=S	6	18	4	-6	15	-2	3	13	2
CN(C)C(=O)C12CCC(C)(c3nc4ccccc4nc31)C2(C)C (centres undefined)	-1	-8	9	-1	-9	13	6	7	10
O=C(OCc1nnc(-c2ccccc2)o1)c1cc(=O)c2ccccc2o1	9	-36	13	0	23	-2	5	13	-3
O=C1CC(C(=O)NCc2ccccc2)C2(CCCC2)O1 (centres undefined)	4	8	13	-3	13	13	-12	14	4
O=C(CSc1nnc(CNC(=O)c2ccccc2F)o1)NCC1CCCO1 (centres undefined)	0	-23	-5	·	6	10	2	-6	·
O=C(c1ccc(Cl)cc1)N1CCN(c2nc(N3CCCCC3)nc(N3CCCCC3)n2)CC1	-23	-193	-21	·	-12	·	-17	·	·
c1ccc(Nc2nn[nH]n2)cc1	1	2	0	·	8	6	1	·	·
C=C(C)Cc1c(C)nc(-c2ccccc2)[nH]c1=O	5	-3	17	4	-1	3	2	8	3
Cc1cccc(C)c1NS(=O)(=O)c1ccc(F)cc1	5	16	-3	2	10	5	1	·	3
COc1cccc(C(C#N)N2CCCCC2)c1O (centres undefined)	5	5	4	-2	0	6	8	10	3
O=C(Cn1c(-c2cncs2)nc2ccccc21)NC1CCCC1	1	8	2	-2	7	8	10	3	0
Cn1c(=O)c2c(nc(CN3CCN(C(=O)c4ccco4)CC3)n2Cc2ccccc2F)n(C)c1=O	6	-4	16	-7	0	8	11	7	5

Next part:
SMILES	FXIa mix inh	C1s inh	CatS inh	JNK3 inh	CatG inh	PKA inh	FXIIa inh mix	CatL inh	ROCK2 blocker
CCCCCNC(=O)C(C#N)c1nc2ccccc2nc1N1CCCC1 (centres undefined)	-9	-28	-8	-3	4	3	6	-8	6
COc1ccc(N2CCN(C(CNC(=O)c3ccc4c(c3)OCO4)c3cccnc3)CC2)cc1 (centres undefined)	3	10	-8	3	9	-4	9	-6	-2
CCCCCCNS(=O)(=O)c1nc2nc(C)cc(C)n2n1	1	3	-1	2	8	12	2	-2	5
Cc1cccc2sc(NC(=O)C3CCCO3)nc12 (centres undefined)	-4	8	-3	5	9	-3	-6	6	-2
COc1ccccc1Cn1c(CCCO)nc2ccccc21	-4	-8	-6	0	9	-5	7	35	6
CCNc1nc2c(c(=O)n(Cc3ccccc3)c(=O)n2C)n1Cc1ccccc1	32	19	6	5	9	7	3	2	2
COc1cccc(-c2cc(C(=O)Nc3c(C)nn(Cc4ccccc4C)c3C)no2)c1	5	14	1	5	8	6	4	18	6
CN(C)C(=O)N1CCC(C(=O)NC2CCCCCCC2)CC1	2	5	9	6	-4	9	-7	4	3
Cc1cc2nnc(SC(C)C#N)n2c2ccccc12 (centres undefined)	9	-33	-7	2	-3	-2	-6	-5	6
COc1ccc(CNc2nc(NCc3ccc(OC)cc3)n(S(C)(=O)=O)n2)cc1	6	9	0	4	13	9	-7	4	8
c1ccc(N=P(N2CCOCC2)(N2CCOCC2)N2CCOCC2)cc1	5	16	3	2	10	-2	4	·	3
COc1cc2nc(N3CCN(C(=O)C4CCCO4)CC3)nc(N)c2cc1OC (centres undefined)	-1&9	-37&-22	-6&10	-13&-5	-9&1	1&-15	-3&6	-7&-60	3&-13
CCc1nn(CC(=O)NCCN2CCN(C)CC2)c(=O)c2cc3occc3n12	8	-1	2	6	0	11	-15	-1	2
Cc1ccc(Cn2c(CN(C)Cc3ccccc3)nc3c2c(=O)n(C)c(=O)n3C)cc1	1	9	-1	4	10	5	22	2	-2
CCN1CCN(CC(O)COc2ccc(C(C)=O)cc2)CC1 (centres undefined)	-26	-159	-25	-1	-20	8	0	2	3
COc1ccc2cc(CCNC(=O)C(C)C)c(=O)[nH]c2c1	9	10	-4	4	14	-2	4	-6	0
N#Cc1nc(COc2ccccc2F)oc1N1CCCCCC1	14	6	14	10	13	7	-19	16	7
COc1ccc(NC(=O)Nc2cccc(C)n2)cc1	4	-5	10	6	-2	5	1	·	0
COc1ccc(Cn2c(C3CC3)nc3ccc(NC(C)=O)cc3c2=O)cc1	8	3	-2	8	4	0	6	2	5
COc1ccc(-c2c(C)nn3c(N4CCC(C(=O)NCCN(C)C)CC4)cc(C)nc23)cc1OC	-4	2	0	-14	10	7	2	7	6
O=C(Cn1nnc(-c2ccncc2)n1)Nc1ccc2c(c1)CCC2	3	7	15	5	11	1	1	-5	2
Cc1nc(C)c(C(=O)C2=C(O)C(=O)N(CCCn3ccnc3)C2c2ccccc2)s1 (centres undefined)	3	4	-1	3	0	-8	-17	-2	0
O=C(OCC(=O)c1ccc(S(=O)(=O)N2CCCC2)cc1)C1=COCCO1	6	9	-7	·	-5	7	2	-1	·
CCOC(=O)C1CCCN(C2CC(=O)N(c3ccc(C)c(C)c3)C2=O)C1 (centres undefined)	34	-10	-1	-3	-2	3	-5	-4	-2
COCCn1nnnc1CN1CCOCC1	10	4	-8	1	-1	-1	2	-9	-5

An excerpt from above in order of the CatS inh value, lowest first:
SMILES	FXIa mix inh	C1s inh	CatS inh	JNK3 inh	CatG inh	PKA inh	FXIIa inh mix	CatL inh	ROCK2 blocker
O=C(OCC(=O)c1ccc(S(=O)(=O)N2CCCC2)cc1)C1=COCCO1	6	9	-7	·	-5	7	2	-1	·
Cc1cccc2sc(NC(=O)C3CCCO3)nc12 (centres undefined)	-4	8	-3	5	9	-3	-6	6	-2
N#Cc1nc(COc2ccccc2F)oc1N1CCCCCC1	14	6	14	10	13	7	-19	16	7

New compounds follow.
SMILES	FXIa mix inh	C1s inh	CatS inh	JNK3 inh	CatG inh	PKA inh	FXIIa inh mix	CatL inh	ROCK2 blocker
COc1ccccc1NC(=O)CSc1nnc(-c2ccccc2)o1	3	-34	-5	4	-10	10	12	3	3
CC1CCCC(C)N1C(=O)CN1CCN(c2nc(-c3ccc(F)cc3)cs2)CC1 (centres undefined)	-13	-31	-23	-7	-40	-11	1	12	-9
CCN1C(=O)c2cccc3c(S(=O)(=O)Nc4ncccc4C)ccc1c23	7	0	-6	-6	-3	-9	4	-5	-3
COc1ccc(-c2nc(N)ncc2Oc2ccccc2Br)c(O)c1	9	16	7	-3	9	1	-9	-1	-1
CCCn1c(C)nc2c(c1=O)c1nc3ccccc3nc1n2CCC1=CCCCC1	0	-15	19	0	3	3	0	-5	1
COc1cc(-c2nc(-c3ccc(-c4ccccc4)nc3OC)no2)cc(OC)c1OC	1	-17	-9	-3	-7	12	-15	4	3
O=C(Nc1cnc2ccccc2c1)N1CCOCC1	8	3	-4	7	2	-1	-8	-5	-4
Cc1cc(N2CCN(C)CC2)nc2ccc(NC(=O)CCC(=O)NCc3ccco3)cc12	7	-1	0	-2	-1	-8	6	-33	-3
Cc1cc(C)c2c(CC(=O)Nc3nccs3)coc2c1	4	1	2	3	10	12	-1	·	8
Cc1ccc(NC(=O)CSc2nnc(-c3ccco3)c(-c3ccco3)n2)cc1	·	·	·	2	·	1	·	6	3

Source: PubChem (several laboratories)
